Assay outcomes (PubChem BioAssay)
RTF Ca sens inh: cardiac RTF calcium desensitization; IANBD-labeled cardiac RTF, Ca2+ fluorescence; inhibition, % at 7.15 µM; 340,000 compounds, 0.12% hits; AID 493244;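 active means inhibition above the mean inhibition of all tested compounds plus 3 SD, cut at about 17% in these data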;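 further: assay run at fixed EC70 calcium of 1.6 mM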
Mot1-301 SUMO: SUMOylation pathway inhibition by Mot1-301 growth rescue | S. cerevisiae Mot1-301 growth rescue, ATP luminescence, 38.5C; percent above DMSO median, 100 means doubled | growth rescue, % at 18.8 µM | 320,000 compounds, 1% hits | AID 2716;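 active means every valid replicate shows activation above 250% relative to neutral control wells; inactive means the rest, any valid replicate at or below 250%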;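 further: OY570 slx delta 5 strain wells were the positive control but not used for scaling; some compounds called inactive have numbers as strong as hits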
NSD2 HMT inh: inhibitors of human histone methyltransferase NSD2; O96028; NSD2 peptide methylation, AlphaScreen, 120 min; 310,000 compounds, 0.54% hits; inhibition, % at 12.5 µM; AID 743445; in the data active means inhibition above about 50%
LANA DNA inh: blocks KSHV LANA C-terminal domain binding to DNA. MBP-C-LANA/FAM-LBS DNA binding, fluorescence polarization. inhibition, % at 9 µM. 340,000 compounds, 0.078% hits;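 active means highest replicate inhibition at or above 60% at 9 µM, even if other replicates fall short; inactive means all replicates below 60% inhibition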;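 further: 0% = neutral control wells and 100% = 4 µM acridine orange control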
PvdQ acylase: blocks Pseudomonas aeruginosa PvdQ acylase activity | purified PvdQ acylase, fluorescence plate reader | inhibition, % at 10 µM | 340,000 compounds, 0.063% hits | AID 488965; in the data active means inhibition above about 30%, passing the limit was not always enough;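 further: 0% = vehicle neutral wells and 100% = reference inhibitor wells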
Keap1 Nrf2 FP: Keap1-Nrf2 (human) interaction inhibition. Keap1 Kelch-Nrf2 peptide fluorescence polarization, 1536-well. 340,000 compounds, 0.15% hits. Q14145. inhibition, % at 9.4 µM; in the data active means inhibition above about 12%;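 further: human Keap1 Kelch domain with fluorescein labeled Nrf2 9mer peptide probe; 0% = neutral control wells and 100% = peptide positive control; higher means more block of Keap1 binding to Nrf2 peptide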
Target sequence (Q14145 whole entry, looked up, the tested form may be a part): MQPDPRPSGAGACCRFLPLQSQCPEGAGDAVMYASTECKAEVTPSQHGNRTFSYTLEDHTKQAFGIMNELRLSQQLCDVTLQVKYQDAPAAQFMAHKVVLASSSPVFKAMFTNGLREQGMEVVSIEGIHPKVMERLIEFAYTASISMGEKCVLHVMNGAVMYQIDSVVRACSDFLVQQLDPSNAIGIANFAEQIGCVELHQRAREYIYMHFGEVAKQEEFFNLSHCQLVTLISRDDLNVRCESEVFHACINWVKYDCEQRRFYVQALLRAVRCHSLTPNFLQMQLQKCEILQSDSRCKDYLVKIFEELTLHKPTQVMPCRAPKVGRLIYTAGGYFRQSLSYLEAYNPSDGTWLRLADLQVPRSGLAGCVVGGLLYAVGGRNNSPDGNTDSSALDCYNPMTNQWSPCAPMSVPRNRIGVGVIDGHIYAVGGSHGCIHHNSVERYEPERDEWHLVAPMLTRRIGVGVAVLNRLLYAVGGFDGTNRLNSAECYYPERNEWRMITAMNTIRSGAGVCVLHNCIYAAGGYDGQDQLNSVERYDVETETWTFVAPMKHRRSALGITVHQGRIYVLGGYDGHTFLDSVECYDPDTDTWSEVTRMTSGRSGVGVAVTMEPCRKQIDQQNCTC
PfHsp90 yeast 2: reduces growth (ATP signal) of yeast expressing P. falciparum Hsp90; AID 504621; 310,000 compounds, 0.32% hits; S. cerevisiae expressing PfHsp90, BacTiter-Glo ATP, 48 h; yeast lacking PDR1 and PDR3 efflux regulators; inhibition, % at 9.4 µM;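 active means every replicate shows inhibition above about 80%, whatever the replicate mean, limit read from the data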;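 further: 0% = DMSO neutral controls and 100% = 20 µM radicicol positive controls; yeast relying on Plasmodium falciparum Hsp90 in place of its own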
Rtt109 HAT inh: blocks Candida albicans Rtt109/Vps75 acetyltransferase activity. inhibition, % at 34.9 µM. AID 540336. purified Rtt109/Vps75, ThioGlo CoA-SH fluorescence, 4 h. 330,000 compounds, 0.16% hits;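 active means inhibition of at least 50% in every replicate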
dFosB activator: enhances mouse delta FosB homodimer DNA binding. purified delta FosB, TAMRA-CDK5 oligo fluorescence polarization; percent of positive-control signal above neutral wells. activation, % at 25 µM. 340,000 compounds, 0.99% hits. AID 493131;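 active means mean activation above about 17%, with every replicate also reaching it, limit read from the data, passing the limit was not always enough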;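 further: fluorescence polarization rise as delta FosB binds a TAMRA Cdk5 AP-1 oligo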
Target sequence (P13346 whole entry, looked up): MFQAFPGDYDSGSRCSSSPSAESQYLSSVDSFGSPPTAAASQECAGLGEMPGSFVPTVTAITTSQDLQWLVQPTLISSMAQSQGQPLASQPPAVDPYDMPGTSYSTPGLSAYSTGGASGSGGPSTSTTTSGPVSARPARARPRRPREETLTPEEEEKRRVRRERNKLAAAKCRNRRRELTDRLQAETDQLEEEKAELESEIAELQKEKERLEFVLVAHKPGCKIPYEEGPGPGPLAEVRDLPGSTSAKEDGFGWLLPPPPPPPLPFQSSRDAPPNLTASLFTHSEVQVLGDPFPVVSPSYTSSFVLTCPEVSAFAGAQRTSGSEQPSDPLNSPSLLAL
RTF Ca sens act: cardiac RTF calcium sensitization. P19429+P45379. IANBD-labeled TnC RTF fluorescence at EC20 calcium; 0% EC20 calcium, 100% full calcium. activation, % at 7.2 µM. 340,000 compounds, 0.24% hits. AID 493008;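 active means activation above the mean over all tested compounds plus 3 SD, cut at about 30% in these data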;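 further: rise in fluorescence read as greater calcium sensitivity of cardiac thin filaments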
CDK5 inh: blocks human CDK5/p35 kinase activity; 330,000 compounds, 0.01% hits; Recombinant CDK5/p35, ADP-Glo luminescence, 60 min; AID 488839; inhibition, % at 10 µM;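 active means highest replicate inhibition of at least 50% and at least 75% of replicates reaching 50%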;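 further: plate controls were DMSO neutral control for no effect and GW8510 at 10 µM for full effect; many of its hits are not listed in these tables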
* hit, by the source's call; nt = no result given. A portion of the library; count on the stated rates, not on these rows.

The line under a structure holds: RTF Ca sens inh, Mot1-301 SUMO, NSD2 HMT inh, LANA DNA inh, PvdQ acylase, Keap1 Nrf2 FP, PfHsp90 yeast 2, Rtt109 HAT inh, dFosB activator, RTF Ca sens act, CDK5 inh
Cn1c2ccccc2c2c(C(=O)N3CCC4(CC3)OCCO4)cn(C3CCCC3)c(=O)c21
    -15.5, 44.5, -0.4, 0.4, 5.5, -1.0, 4.0, 7.3, -6.0, -8.0, -1.2
C=C(C)[C@@]12OC3(c4ccccc4)O[C@@H]1C1[C@@H]4O[C@]4(CO)[C@@H](O)[C@]4(O)C(=O)C(C)=C[C@H]4[C@@]1(O3)[C@H](C)[C@H]2OC(=O)/C=C/C=C/c1ccccc1 (stereo partly specified)
    -0.6, -16.3, nt, 1.6, -4.6, -0.7, nt, 1.4, -9.4, 3.3, -1.4
COc1ccc(NC2=NCC(C)S2)cc1 (stereo unspecified)
    -15.0, 4.1, 2.2, 6.9, 2.7, -0.1, 2.4, 1.5, 1.7, 0.3, 2.8
C=CCc1ccc(OC)cc1
    -12.4, 0.8, nt, 0.9, -7.2, -3.4, -5.1, -5.0, 1.2, 2.2, -1.1
C/C(=C/C=C/[C@@H](C)C(=O)O)[C@H]1CN[C@H](C(=O)O)[C@H]1CC(=O)O
    -11.7, 40.7, nt, 4.7, 16.1, 0.5, 11.0, 3.1, -2.7, -0.9, 2.2
CNP1(NC)=NC(C(F)(F)F)=NC(C(F)(F)F)=N1
    -7.7, 1.8, -2.2, -3.1, -7.9, -7.8, nt, 5.7, 0.7, 6.5, -13.6
CCN1C[C@@]2(COC)C3[C@@H](OC)[C@H]4[C@@H]1[C@@]3(C1C[C@H]3[C@H](O)C1[C@]4(O)C[C@H]3OC)[C@@H](OC)C[C@H]2O (stereo partly specified)
    -3.7, 15.5, nt, -0.7, -8.8, 0.0, -1.3, -11.6, 3.6, 3.7, 1.3
CC(C(=O)c1ccc(Cl)cc1Cl)n1cncn1 (stereo unspecified)
    -12.5, 50.4, -0.5, 2.9, -6.8, 6.6, 0.9, -9.3, 0.3, -5.2, 1.7
CCCC(=O)c1ccc(CP(=O)(OCC)OCC)o1
    -0.8, -12.2, 2.2, -2.4, -11.0, 2.9, -5.1, -0.7, 2.9, 0.0, -5.0
CCCCCn1c(=O)c(C(=O)NCc2ccccc2Cl)c(O)c2ccccc21
    -6.3, -0.7, -0.5, 2.8, -14.5, -5.0, 6.0, 1.6, 8.5, -1.5, 0.3
O=C1NC(=O)C(=Cc2ccsc2)C(=O)N1
    7.0, -9.6, 2.6, 0.0, -13.7, -1.7, -2.9, -3.6, -4.6, -2.0, -1.2
CCCCCSc1cc(O)c(C(CNC)C(C)C)cc1OC (stereo unspecified)
    0.9, 143.7, 14.1, 3.9, -3.9, 5.3, 1.7, 2.8, 2.4, -4.8, -1.2
Nc1c(C(=O)OCc2ccccc2)c2nc3ccccc3nc2n1Cc1cccs1
    -0.2, -58.1, -0.7, -0.8, -14.1, 0.7, nt, -10.0, 8.2, 2.1, -1.1
O=C(COc1ccc(Cl)cc1)NC1CN2CCC1CC2 (stereo unspecified)
    6.9, 261.5, -4.4, 0.0, -14.2, -8.8, 1.7, -3.9, -12.2, 3.6, -0.2
COc1cc2c(c(OC)c1OC)-c1ccc(O)cc1C(NC(C)=O)CC2 (stereo unspecified)
    -1.0, nt, 0.2, -1.5, -19.7, -8.5, 12.4, 0.9, -3.1, 2.3, -6.3
CCOP(=S)(OCC)SCOC(=O)NCC(=O)OC
    -4.6, -1.8, 0.6, -1.0, -7.0, -5.6, 23.5, -0.2, 0.4, 1.7, -1.5
CCCCSP1(=S)NCCCN1
    -6.6, 1.4, -1.0, -0.7, -14.3, -1.1, -1.2, -5.2, 1.2, 3.2, -0.2
O=C(NN=Cc1ccc(N(CCCl)CCCl)cc1)c1cccc([N+](=O)[O-])c1
    -9.3, nt, 0.2, -0.5, -9.5, -3.0, -16.9, 0.9, 3.8, -4.6, -1.4
Cn1c(=O)n(C)c2cc([N+](=O)[O-])c(N3CCNCC3)cc21
    -4.4, -10.5, 4.2, 2.5, -12.7, -0.9, -26.2, -2.2, -6.9, 6.4, 2.3
CCN(CC)P(=O)(c1n(CC)cc[n+]1CC)N(CC)CC
    0.1, 92.4, -1.1, 0.2, 3.0, -0.4, 6.0, 9.4, -2.4, 8.2, 0.0
Fc1ccccc1N1CCN(Cc2ccc3c(c2)OCO3)CC1
    -2.7, 15.7, 8.6, -0.4, -6.0, 1.1, nt, 5.9, -0.6, -3.1, -0.5
CN1CCN(c2ccc([N+](=O)[O-])c(N)c2)CC1
    -3.5, -1.9, 5.1, 2.2, 7.9, 1.5, -6.6, -3.4, 4.6, -8.4, 0.8
CC1CN2c3ccc([N+](=O)[O-])cc3CC3(C(=O)N(C)C(=O)N(C)C3=O)C2C(C)O1 (stereo unspecified)
    5.1, -6.9, 1.1, -1.6, 3.5, 0.7, -6.4, -6.2, 1.3, 3.9, 0.5
COc1ccc(CCNCc2c(OC)ccc3ccccc23)cc1
    -6.8, -2.7, 3.4, 0.6, -10.8, 1.2, -5.6, -10.1, -7.2, 0.5, 2.4
COCCNC(=O)c1ccc(N2CC3CC(C2)c2cccc(=O)n2C3)c([N+](=O)[O-])c1 (stereo unspecified)
    -98.6, 10.7, 3.0, 0.2, -9.5, -3.2, 20.9, -9.6, -2.4, -5.2, -1.1
CC(C(=O)c1cn(C)c2ccccc12)c1ccccc1 (stereo unspecified)
    -3.7, -8.1, -1.5, -0.4, -9.1, 2.0, 20.7, -2.9, -2.6, 5.8, -0.4
O=c1cccc2n1CC1CC2CN(CC(O)CN2CC3CC(C2)c2cccc(=O)n2C3)C1 (stereo unspecified)
    -1.5, -7.3, -2.0, 2.6, 0.4, -1.7, -3.4, -1.5, -3.0, -1.6, 0.0
CCCCCC(=O)N[C@@H](c1ccccc1)[C@@H](O)C(=O)O[C@H]1C[C@@]2(O)[C@@H](OC(=O)c3ccccc3)C3[C@](C)(C(=O)[C@H](O)C(=C1C)C2(C)C)[C@@H](OC1OCC(O)C(O)C1O)C[C@H]1OC[C@@]31OC(C)=O (stereo partly specified)
    -3.7, -16.1, nt, 4.7, -3.7, 2.5, 5.3, 3.5, -8.6, 0.0, -1.6
O=c1[nH]c(=O)n(-c2ccc(F)cc2)c(O)c1/C=C1\C=Nc2ccccc21
    -11.2, -11.9, 6.2, 4.5, 10.0, -3.6, 10.4, -8.9, -29.6, 6.6, 1.1
CN=C1CN(O)C(c2ccccc2)=c2cc(Cl)ccc2=N1
    3.9, 8.3, nt, -10.7, 0.9, -0.8, -29.4, -1.9, -6.4, -2.8, -0.6
COc1ccc2c(c1)c(C(=O)CN1CCC3(CC1)OCCO3)c(C)n2Cc1ccccc1
    -1.6, 2.9, 17.5, 1.4, 8.5, -1.7, -16.8, 17.1, -2.4, -6.9, -0.6
CCC(C)C1N=C(c2ccccc2)c2cc(Cl)ccc2N(CC(=O)NCc2ccco2)C1=O (stereo unspecified)
    -1.6, 5.0, nt, 0.4, -2.2, -10.3, 27.6, -10.0, 6.0, 8.1, -10.4
Cc1ccsc1C(=O)C1CCCN(Cc2ccn[nH]2)C1 (stereo unspecified)
    -8.6, -6.1, -2.2, 1.5, -9.5, -0.5, -13.6, -4.4, 1.4, -1.9, 0.0
O=C(c1ccc2c(c1)OCO2)N1CCC2(CC1)OCCO2
    -5.7, -8.8, -3.0, -0.9, 8.6, -0.1, 19.2, 2.3, -4.8, -1.9, 3.4
CN1C(=O)C(=Cc2ccc(N3CCCCC3)o2)C(=O)N(C)C1=S
    -7.4, 848.0*, 3.4, -1.2, 3.2, -5.5, -1.5, -6.8, -1.6, 13.5, 1.1
Cc1cc(=O)oc2c(C)c(OCC(=O)N3CCN(Cc4ccc5c(c4)OCO5)CC3)ccc12
    1.5, 9.2, 2.7, -1.0, -10.3, 4.5, -6.2, -8.2, -15.3, 1.5, -1.5
CCOc1ccc(Cc2c(O)[nH]c(=O)[nH]c2=O)cc1
    3.5, -6.9, 1.9, 0.1, -6.9, -2.6, 20.5, -10.1, 12.7, 3.6, 1.8
NC(=O)CSc1nnc([C@@H](N)Cc2c[nH]c3ccccc23)o1
    4.7, 1.4, 29.3, -1.5, -9.7, -3.1, nt, nt, 0.1, -1.4, 1.3
COC(=O)C1=C(c2cccc(C#N)c2)C[C@@H]2CC[C@H]1N2C(=O)NC(C)C
    -20.9, -7.2, nt, -0.7, -8.2, -0.5, nt, 4.8, 10.2, -1.0, 0.6
O=C(C(=O)N1CCOCC1)c1cn(Cc2ccccc2)c2ccccc12
    -6.3, -7.0, -7.6, -0.8, -2.8, 0.1, -9.9, -11.6, 1.9, -1.5, 0.9
COc1nc(C)nc(NC(=O)NS(=O)(=O)c2ccccc2Cl)n1
    0.0, -8.6, nt, -2.9, -2.7, -0.2, -4.4, -9.2, 3.9, 0.6, -0.9
O=c1c2ccccc2nc(CNCC2CCCO2)n1-c1ccc(F)cc1 (stereo unspecified)
    -3.0, 23.3, -0.4, 0.1, -2.5, -6.8, 27.7, -2.0, -1.4, 1.5, 1.1
CSc1ccccc1NP1(=O)OCC(C)([N+](=O)[O-])CO1 (stereo unspecified)
    1.9, nt, -1.2, 1.0, 3.9, -2.4, 14.1, -4.1, 0.9, -3.0, 0.5
CSc1nnc(OC(=O)N(C)C)n1-c1ccc(Cl)cc1
    -3.8, -17.0, -7.5, 0.2, -8.8, -1.6, -1.4, -3.3, 2.6, -1.9, 0.9
OC1C2CN3CN(C2)CC1(c1ccccc1)C3 (stereo unspecified)
    -7.4, nt, -3.9, -0.5, 3.3, -3.0, 13.2, 0.6, 1.2, -6.2, 2.7
CC12CCCCC1N(O)CN2O (stereo unspecified)
    1.5, 11.4, 1.0, -1.8, -12.4, -6.4, 4.0, 10.4, 2.7, 4.2, -1.2
O=P(N1CCCCCC1)(N1CCCCCC1)N1CC1
    -10.2, nt, 0.5, 3.9, -9.9, 4.3, -4.6, 1.7, -6.5, -6.5, -0.3
COc1ccc(-c2cc(=NCCC(=O)O)c3cc(C)ccc3o2)cc1
    3.8, nt, -2.6, -3.0, 0.4, -0.8, 17.5, -364.3, -32.5, -3.7, -7.5
O=C1NC(=O)N(c2ccccc2F)C(=O)/C1=C/c1ccc(Sc2nc3ccccc3[nH]2)o1
    -9.6, -12.7, 87.0*, 31.8, 1.6, -62.2, 3.3, 37.9, 26.7*, -6.2, -1.3
CC1CCSP(=O)(Oc2ccccc2)O1 (stereo unspecified)
    1.5, -2.7, -0.8, 1.3, 1.5, -3.6, 3.2, 1.2, -5.7, 6.3, -0.2
CC(CC(C#N)(c1ccccc1)c1ccccc1)N(C)C (stereo unspecified)
    -10.8, nt, nt, -1.7, -4.9, 0.8, nt, -1.4, -2.7, -1.8, -0.2
N#CCCn1cc(C(=O)Nc2ccc([N+](=O)[O-])cc2)c(-c2ccccc2)n1
    -11.1, 588.4, -3.7, 0.8, 4.0, 0.8, -8.0, 5.1, -5.3, -0.6, 0.8
